Bioassay records: PubChem BioAssay, Sanford-Burnham Center for Chemical Genomics
human PMI inhibitors: human PMI inhibitors, high substrate, primary screen, biochemical, fluorescence intensity, high mannose 6-phosphate (AID 1220); one-dose inhibition, % at 20 µM; IC50 in µM for titrated hits; recombinant PMI enzyme, coupled fluorescence intensity; higher % means a stronger effect; 190,000 tested, 0.66% active
NOD1 inhibition: NOD1 signaling inhibitors, primary screen, cell-based, luminescence, uHTS (AID 1578); 290,000 tested, 1% active; NOD1-driven NF-kB luciferase reporter cells, luminescence; higher % means a stronger effect; inhibition, % at 4 µM, or EC50 in µM where a hit was titrated; in the data active = inhibition mostly above about 36%, no sharp cut-off; inactive = mostly below about 34%;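 also: HEK-293T reporter cells stimulated with the NOD1 agonist gamma-tri-DAP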
KOR beta-arrestin-1: kappa opioid receptor activators – cell-based, luminescence, uHTS, primary screen (AID 1777). activation, % at 10 µM; hits with a dose series show EC50 in µM. KOR beta-arrestin recruitment, luminescence; higher % means a stronger effect. 280,000 tested, 0.02% active; in the data active = activation above about 50%, passing the limit was not always enough; also: a part of the inactive calls stands beside numbers as strong as those of hits
XIAP displacement: small molecules displacing peptide from XIAP – biochemical, IAP family, fluorescence polarization (AID 1018); XIAP BIR domain, fluorescence polarization peptide displacement; higher % means a stronger effect; one-dose displacement, % at 20 µM; IC50 in µM for titrated hits; 200,000 tested, 0.007% active; in the data active = displacement above about 50%; also: a part of the inactive calls stands beside numbers as strong as those of hits
TNAP activators: human TNAP enzyme activators, primary screen, biochemical, luminescent, no phosphate acceptor, uHTS (AID 1001); 200,000 tested, 0.03% active; activation fold at 20 µM, or EC50 in µM where a hit was titrated; purified TNAP, luminescent activation assay, no phosphate acceptor; higher activation fold means a stronger effect; in the data active = activation fold from about 3, or a potency from the dose series; inactive = the rest, 99 in 100 with activation fold below about 1.6; also: many of its hits are not listed in these tables
NOD2 inhibition: inhibition of NOD2-driven NF-kB reporter – cell-based, luminescence, uHTS, HEK293 (AID 1566); HEK293 NOD2/NF-kB luciferase reporter, luminescence; higher % means a stronger effect; one-dose inhibition, % at 4 µM; EC50 in µM for titrated hits; 290,000 tested, 0.63% active; also: many of its hits are not listed in these tables
human PMI inhibition: inhibitors of human PMI, primary screen, biochemical, fluorescence intensity, coupled assay (AID 1209) | purified PMI enzyme, coupled fluorescence intensity; higher % means a stronger effect | inhibition, % at 20 µM; hits with a dose series show IC50 in µM | 190,000 tested, 0.42% active;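 also: plate controls were DMSO vehicle for no effect and wells lacking substrate for full effect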
LYP inhibition: PTPN22 lymphoid phosphatase activity blockers – biochemical, fluorescence intensity, uHTS (AID 1779). 290,000 tested, 0.054% active. inhibition, % at 11.5 µM; hits with a dose series show IC50 in µM. recombinant LYP phosphatase, fluorescence intensity; higher % means a stronger effect;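 also: plate controls were vehicle with enzyme for no effect and no enzyme for full effect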
KOR beta-arrestin-2: KOR antagonists, beta-arrestin recruitment, cell-based, luminescence, uHTS (AID 1778); KOR beta-arrestin recruitment, luminescence, antagonist mode; higher % means a stronger effect; one-dose inhibition, % at 10 µM; IC50 in µM for titrated hits; 290,000 tested, 0.091% active; also: strong numbers were not always called active
* = called active by the depositor; . = no result given; & = joins results of further samples; [ ] = another dose, or the depositor's remark. Rule as the data show it, unless noted: active = inhibition above about 50%; inactive = the rest. A portion of the library; the hit share may differ from the screen's.

| SMILES | human PMI inhibitors | NOD1 inhibition | KOR beta-arrestin-1 | XIAP displacement | TNAP activators | NOD2 inhibition | human PMI inhibition | LYP inhibition | KOR beta-arrestin-2 |
| --- | --- | --- | --- | --- | --- | --- | --- | --- | --- |
| N/C(=N/OCC(=O)Nc1cccc2ccccc12)c1nonc1N | 17% | -4% | 4.5% | -1.5% | 1.1 | 5% | 13% | -10% | -31% |
| COc1ccc(N2CCN(C(=O)Cn3cncn3)CC2)cc1 | 30% | -9% | -6.3% | -4.4% | 1 | 12% | 9% | -6% | 20% |
| Cc1onc(-c2c(F)cccc2Cl)c1C(=O)NCc1ccc2c(c1)OCO2 | . | -29% | 0.8% | . | . | 6% | . | -5% | 12% |
| COc1ccccc1N1CCN(C(=O)COc2ccc(C)cc2Br)CC1 | 12% | -4% | -4.8% | -5.5% | 1.1 | 23% | 8% | -6% | 16% |
| Cc1cc(C)cc(Oc2ccccc2/C=N\O)c1 | 9% | 15% | 1.4% | -4.4% | 1 | -7% | 6% | -10% | -71% |
| Cn1nnnc1SCc1nc2ccccc2[nH]1 | 6% | -22% | -7.0% | -4.4% | 1.1 | 1% | -4% | -7% | -5% |
| CC(=O)Nc1ccc(S(=O)(=O)N(C)c2ccc(OCC(=O)OCC(=O)Nc3ccc(OC(F)F)cc3)cc2)cc1 | . | -2% | -4.0% | . | . | -10% | . | -3% | 7% |
| CCS(=O)(=O)N1CCC(C(=O)NCc2ccc(OC)cc2)CC1 | -5% | -20% | -3.3% | -5.7% | 1.1 | 10% | -4% | -1% | -15% |
| CN(C)c1nc2c(N)ncnc2n1[C@H]1O[C@@H](CO)[C@H](O)[C@@H]1O | . | -18% | -1.4% | . | . | 2% | . | -11% | 20% |
| CC(=O)c1c(C)oc2ccc(N(C(=O)c3ccncc3)S(=O)(=O)c3ccccc3)cc12 | -5% | -15% | -1.1% | -2.6% | 1.1 | 14% | -4% | -4% | -25% |
| C=CCNC(=O)C(=O)N/N=C/c1ccco1 | -4% | -16% | -13% | -5.5% | 1 | -5% | 1% | -3% | 19% |
| CCn1cc(C(=O)NCCCOC(C)C)c(=O)c2cc(S(=O)(=O)N3CCCC3)ccc21 | . | 26% | 4.5% | . | . | 23% | . | -10% | -24% |
| O=C1c2ccc3c4c(ccc(c24)C(=O)N1c1ccc(O)cc1)C(=O)N(c1ccc(O)cc1)C3=O | 13% | -46% | -0.5% | -5.1% | 1 | 18% | -5% | -4% | 8% |
| Cc1ccc(-c2n[nH]c(S(C)(=O)=O)c2C#N)cc1 | . | -1% | -0.7% | . | . | 14% | . | -2% | 26% |
| COc1cccc(-n2c(CN3CCN(c4ccccn4)CC3)nc3ccc([N+](=O)[O-])cc3c2=O)c1 | -4% | 12% | 6.8% | -7.6% | 1 | 0% | -6% | 2% | -30% |
| CCOC(=O)c1cccc(NC(=O)CN2C(=O)C3CC=CCC3C2=O)c1 (configuration not stated) | . | -31% | -0.4% | . | . | 6% | . | -2% | 3% |
| COc1ccc([N+](=O)[O-])cc1N(CC(O)CN(C)C)S(=O)(=O)c1ccccc1 (configuration not stated) | 2% | -22% | 11% | -22% | 1 | 9% | 10% | 2% | -1% |
| Cn1cnc(S(=O)(=O)Nc2ccccc2C(=O)NCC2CC2)c1 | . | -2% | 1.3% | . | . | 9% | . | -10% | 6% |
| Cc1ccc(S(=O)(=O)Nc2cc(NC(=O)CN3CCOCC3)ccc2Cl)cc1 | -7% | 32% | 6.8% | -3.4% | 1.1 | 7% | -3% | 4% | -3% |
| Cc1ccccc1CNC(=O)CN1C(=O)c2ccccc2S1(=O)=O | . | -6% | 2.2% | . | . | -1% | . | -6% | -10% |
| CC(C)(C)NC(=O)NC(=O)COC(=O)Cc1ccc(Cl)cc1Cl | 3% | -15% | 4.6% | -7.8% | 1 | -6% | 5% | 1% | -16% |
| C=CCN1C(=O)C2(c3ccccc31)C1CCCC=C1C(C#N)=C(N)C2(C#N)C#N (configuration not stated) | 8% | -15% | 3.9% | -5.3% | 0.9 | -2% | 13% | 9% | 6% |
| O=C(NC(CCl)c1ccccc1)c1ccc(Cl)cc1 (configuration not stated) | 12% | -13% | -1.7% | -4.8% | 1.1 | 18% | 6% | -9% | -52%[20 µM] |
| O=C(CSc1nc(-c2ccccc2)cs1)NCc1ccco1 | 11% | -24% | -5.3% | -7.2% | 1.1 | -19% | 16% | 1% | 36% |
| O=C(Nc1cccc2c1CCCC2)c1ccncc1 | -4% | -8% | -1.7% | -4.9% | 1 | 6% | -4% | -2% | -10% |
| Cc1cc(C(=O)NCc2nc(-c3ccccc3)no2)ccc1[N+](=O)[O-] | -2% | -22% | -1.1% | -2.4% | 1.1 | -3% | 0% | 4% | -10% |
| CC(C)=CCN1CCN(Cc2c(C)nn(C)c2Cl)CC1CCO (configuration not stated) | . | -12% | . | -5.7% | 1 | 10% | . | -9% | 8%[20 µM] |
| Cc1ccc(SC2=C(C(=O)O)CCCC2)cc1 | . | -35% | -2.2% | . | . | -1% | . | 0% | -25% |
| CCOc1ccc2[nH]c(=O)c(CN(Cc3ccccc3)C(=O)N3CCCC3)cc2c1 | 6% | 3% | -2.0% | -4.1% | 1 | 11% | 10% | -3% | 1% |
| C=CCC1(O)C(=O)N2C(=C1C(=O)N1CCOCC1)c1ccccc1CC2(C)C (configuration not stated) | -2% | -5% | -0.7% | -5.0% | 1.1 | 8% | 0% | -4% | 0% |
| COc1ccccc1NC(=O)C1=C(C)Nc2ncnn2C1c1ccc(C)o1 (configuration not stated) | 3% | -5% | -3.3% | -0.4% | 1 | 9% | 8% | -8% | -20% |
| C=CCn1c(CCNC(=O)c2ccccc2F)nnc1SCC(=O)Nc1nc2ccccc2s1 | 6% | 14% | -0.9% | -0.7% | 1 | 13% | 2% | -5% | 1% |
| O=C(N/N=C/c1ccncc1)c1cccc(N/N=C/c2ccncc2)c1 | -23% | -22% | -1.0% | -3.0% | 1.1 | 1% | -38% | 0% | 2% |
| O=C1CCCN2N=C(SCC(=O)Nc3cccc(F)c3)SC2=N1 | . | 6% | -1.1% | . | . | -17% | . | -5% | -1% |
| COc1ccc(-c2nnco2)cc1OC | 9% | 10% | 0.3% | 3.4% | 1.1 | 9% | 0% | -8% | 35% |
| Cc1[nH]c2ccccc2c1/C=N/NC(=O)c1cc(-c2cccs2)[nH]n1 | 6% | 32% | 2.4% | -13% | 0.2 | 6% | 9% | -4% | 0% |
| CN(C)CCn1nnc2c(=O)oc3ccccc3c21 | 4% | -25% | . | 15% | 1 | 3% | 4% | -10% | 7%[20 µM] |
| CC(=O)N=c1sc2c3ccccc3ccc2n1C | 2% | -33% | 0.4% | -3.3% | 1.1 | 4% | -1% | -9% | -1% |
| O=C(CCC1CCCC1)N1CCN(C(=O)c2ccco2)CC1 | -7% | -12% | 6.4% | -3.9% | 1.1 | -16% | -15% | -10% | -15% |
| Cc1cc(C)cc(NC(=S)NCCCN2CCOCC2)c1 | -7% | -26% | 12% | -1.9% | 1.1 | 2% | 8% | -4% | -25% |
| CCN(CC(=O)Nc1ccc2c(c1)OCCO2)CC(=O)Nc1cc(C)on1 | 2% | -6% | -1.8% | -1.8% | 1.1 | 3% | 0% | -4% | 13% |
| CCOC(=O)N/N=C/c1cn(Cc2ccc(Cl)cc2)c2ccccc12 | -3% | -19% | -4.6% | -5.5% | 1.1 | -11% | -5% | -5% | -7% |
| Clc1ccc(OCCCCCN2CCCC2)c(Br)c1 | 15% | 31% | 1.3% | -6.3% | 1.1 | 1% | 9% | 0% | . |
| CN1CCN(CC(=O)N2CCn3c4c(c5cc(C6CCCCC6)ccc53)CCCC42)CC1 (configuration not stated) | 14% | -16% | 0.2% | -6.5% | 1 | 3% | 13% | -2% | -29% |
| CCOc1ccccc1N1CCN(C(=O)CCCN2C(=O)c3cccc4cccc(c34)C2=O)CC1 | 2% | 16% | 1.9% | -7.7% | 1.5 | -5% | 21% | 0% | 6% |
| COc1ccc(CNC(=O)/C=C/c2ccc(S(=O)(=O)N3CCOCC3)cc2)cc1 | 4% | -33% | -12% | -0.5% | 1.1 | 10% | 7% | -4% | -2% |
| Cc1nc2ccccc2nc1OCc1ccc([N+](=O)[O-])cc1 | -1% | -21% | 0.6% | -8.4% | 1.1 | -2% | 2% | 6% | 0% |
| COc1cccc(NC(=O)NC(=O)c2c(C)cc(Cl)nc2Cl)c1 | . | 18% | -5.4% | . | . | -7% | . | -3% | -9% |
| O=C(COC(=O)c1cc(Cl)cc(Cl)c1)NCCN1C(=O)CSC1=O | -8% | -8% | -2.1% | 0.2% | 1.2 | 4% | 56%* | -8% | 25% |
| CC(C)(C)c1cc[n+](-c2[nH]c(=O)sc2/C=N/N=C(\[O-])c2ccccc2)cc1 | . | -21% | 3.8% | . | . | 8% | . | -3% | -6% |
| COc1ccc(-n2c(COc3ccc4ccccc4c3)nnc2SCC(=O)NCc2ccco2)cc1 | 12% | 4% | 6.1% | -5.1% | 1.1 | -6% | 17% | 0% | 8% |
| CC(C)(C)C(=O)C(Cl)C(=O)Nc1ccccc1 (configuration not stated) | . | -12% | 7.7% | . | . | 2% | . | -4% | -18% |
| Cc1c(CC(=O)N2CCN(C(=O)C3COc4ccccc4O3)CC2)c(=O)oc2cc(O)c(Cl)cc12 (configuration not stated) | . | -20% | -0.7% | . | . | 11% | . | -44% | -35% |
| COc1cc(/C=C2/SC(=S)N(CC(=O)Nc3cccnc3)C2=O)cc(OC)c1OC | 6% | -2% | 1.3% | -7.5% | 1.3 | 6% | 12% | 5% | 23% |
| O=C(Cc1csc(-c2ccccc2)n1)Nc1ccc(C(F)(F)F)cc1 | 11% | -16% | 14% | -2.8% | 1.1 | 0% | 2% | 2% | -78% |
| Cc1nc2sc(-c3ccccc3)cc2c(=O)n1N | . | 30%* | -0.3% | . | . | -41% | . | -1% | 21% |

New compounds follow.
| SMILES | human PMI inhibitors | NOD1 inhibition | KOR beta-arrestin-1 | XIAP displacement | TNAP activators | NOD2 inhibition | human PMI inhibition | LYP inhibition | KOR beta-arrestin-2 |
| --- | --- | --- | --- | --- | --- | --- | --- | --- | --- |
| COc1ccccc1CNC(=O)CCC(=O)N1CC(C)Sc2ccccc21 (configuration not stated) | . | 0% | -4.5% | . | . | 13% | . | -11% | 10%[20 µM] |
| O=C(O)C1CC(=O)N(Cc2ccccc2)C1 (configuration not stated) | 2% | -13% | -1.9% | -12% | 1 | 8% | 9% | -7% | -14% |
| COC(=O)c1ccc(NC(=O)CSc2nncn2-c2ccccn2)cc1 | . | -21% | -1.1% | . | . | 6% | . | -9% | -20% |
| O=C(Nc1nncs1)C1COc2ccccc2O1 (configuration not stated) | 8% | -19% | -3.8% | -9.5% | 1.2 | -9% | 8% | -7% | -1% |
| O=C(OCCN1CCOCC1)c1cccnc1 | -1%&-12% | -7%&-1% | 3.8%&12% | -20%&-6.2% | 1.2&0.9 | 2%&13% | 10%&-10% | -6%&-7% | -4%&6% |
| O=C(O)c1cccc(N2C(=O)c3cccc(Oc4ccc(Cl)cc4)c3C2=O)c1 | -9% | -20% | 2.7% | 3.0% | 1.2 | 8% | 2% | 4% | -8% |
| CN(C(=O)c1ccncc1)C1CCS(=O)(=O)C1 (configuration not stated) | 3% | -3% | 4.1% | -2.5% | 1.1 | 6% | -4% | -8% | -4% |

Three compounds from above, limited to human PMI inhibition and NOD2 inhibition:
compound	human PMI inhibition	NOD2 inhibition
O=C(OCCN1CCOCC1)c1cccnc1	10%&-10%	2%&13%
CN(C(=O)c1ccncc1)C1CCS(=O)(=O)C1 (configuration not stated)	-4%	6%
O=C(O)C1CC(=O)N(Cc2ccccc2)C1 (configuration not stated)	9%	8%
